Assay outcomes as filed in PubChem.
MT1-MMP act inh: inhibitors of human MT1-MMP activation; AID 651647; P50281; GFP/RFP ratio change, % at 20 µM; actives 0.061% (n = 360,000); HT1080 RFP-PRO-GFP cells, GFP/RFP ratio fluorescence, overnight; percent of plate control window, DMSO zero;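 active means GFP/RFP ratio change of at least 30% with cell ATP level not reduced by more than half and red fluorescence within 50% of control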; further: strong numbers were not always called active
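Assay system: HT1080 cells carrying an RFP-PRO-GFP reporter | Dosing: Single dose of 20 µM compound, 1% DMSO final | Incubation: Cells overnight before dosing, compound overnight, 37 °C, 5% CO2 | Evaluation: GFP/RFP fluorescence ratio | Control set: DMSO and RFP-L50D-GFP cell wells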
PABP1 MLLE inh: inhibitors of microRNA-mediated deadenylation, human PABP1 MLLE binding; P11940; GST-MLLE / FITC-PAM2 fluorescence polarization; inhibition, % at 20 µM; actives 0.36% (n = 360,000); AID 588489; in the data active means inhibition above about 35%, passing the limit was not always enough;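 further: plate controls were DMSO wells with GST-MLLE for no effect and wells lacking GST-MLLE protein for full effect; some results filed as inactive read as strong as hits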
Rpn11 inh: Rpn11 (human) deubiquitinase inhibition; actives 0.59% (n = 360,000); human 26S proteasome, Ub4-pepOG fluorescence polarization; 20S core pre-blocked with epoxomicin; calls only at 20 µM; O00487; AID 588493;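 active means inhibition at 20 µM, scaled to each plate's controls, above about 33%, limit read from the data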
CSN deneddyl inh: inhibitors of human CSN-mediated cullin deneddylation. Q92905. actives 0.38% (n = 360,000). inhibition, % at 12.5 µM. Purified CSN, SCF-Nedd8-OG deneddylation, fluorescence polarization. AID 651999;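 active means pattern-corrected inhibition above about 35%, with an unprinted fluorescence ratio check between 0.5 and 1.5, limit read from the data, passing the limit was not always enough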;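 further: 0% = enzyme with substrate and 100% = substrate without enzyme; some results filed as inactive read as strong as hits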
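Assay system: HEK293T-derived human Csn5 enzyme; quantity: 0.24 nM enzyme; medium: Tris/NaCl/DTT buffer, pH 7.5; also added: substrate SCFSkp2-Nedd8OG, 10 nM; doses: 12.5 µM compound; schedule: 90 min reaction at room temperature; signal: FP; read-out: % inhibition of substrate cleavage by Csn5; benchmarks: substrate-only high control, full reaction low control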
Rin1-Abl PPI inh: inhibitors of human Rin1-Abl protein interaction; TR-FRET Rin1/Abl binding, biochemical; inhibition, % at 7.35 µM; actives 0.4% (n = 360,000); AID 588664; in the data active means inhibition above about 5%, passing the limit was not always enough
NadD inh: inhibitors of Staphylococcus aureus NadD. purified NadD enzyme, colorimetric absorbance read-out. inhibition, % at 20 µM. actives 0.78% (n = 360,000). AID 602399; in the data active means inhibition above about 26%; further: some compounds past the cut are filed as inactive
Neddylation inh: cullin neddylation inhibition | AID 651699 | TR-FRET cullin neddylation, biochemical | calls only at 25 µM | actives 0.58% (n = 360,000) | P61081+Q13564; in the data active means inhibition above about 36%
SKN-1 inh: inhibitors of C. elegans SKN-1. C. elegans VP596 Pgst-4::GFP/RFP ratio, acrylamide-induced, 24 h. inhibition, % at 21.8 µM. actives 0.49% (n = 360,000). AID 624304;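 active means interference check ratio from 0.5 to 1.5 plus GFP to RFP signal ratio inhibition reaching or exceeding a fixed threshold, cut at about 30% in these data, passing the limit was not always enough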; further: some compounds called inactive have numbers as strong as hits
FAS-TE inh: FAS thioesterase (human) inhibition; actives 0.67% (n = 360,000); recombinant FAS-TE, OMFH fluorogenic substrate, fluorescence endpoint; P49327; AID 602261; inhibition, % at 15 µM;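 active means compounds whose normalised, plate-corrected inhibition of enzyme fluorescence in the single-dose primary screen is 50% or more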;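 further: 0% = DMSO with enzyme and 100% = substrate without enzyme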
Target sequence (P49327 whole entry, looked up): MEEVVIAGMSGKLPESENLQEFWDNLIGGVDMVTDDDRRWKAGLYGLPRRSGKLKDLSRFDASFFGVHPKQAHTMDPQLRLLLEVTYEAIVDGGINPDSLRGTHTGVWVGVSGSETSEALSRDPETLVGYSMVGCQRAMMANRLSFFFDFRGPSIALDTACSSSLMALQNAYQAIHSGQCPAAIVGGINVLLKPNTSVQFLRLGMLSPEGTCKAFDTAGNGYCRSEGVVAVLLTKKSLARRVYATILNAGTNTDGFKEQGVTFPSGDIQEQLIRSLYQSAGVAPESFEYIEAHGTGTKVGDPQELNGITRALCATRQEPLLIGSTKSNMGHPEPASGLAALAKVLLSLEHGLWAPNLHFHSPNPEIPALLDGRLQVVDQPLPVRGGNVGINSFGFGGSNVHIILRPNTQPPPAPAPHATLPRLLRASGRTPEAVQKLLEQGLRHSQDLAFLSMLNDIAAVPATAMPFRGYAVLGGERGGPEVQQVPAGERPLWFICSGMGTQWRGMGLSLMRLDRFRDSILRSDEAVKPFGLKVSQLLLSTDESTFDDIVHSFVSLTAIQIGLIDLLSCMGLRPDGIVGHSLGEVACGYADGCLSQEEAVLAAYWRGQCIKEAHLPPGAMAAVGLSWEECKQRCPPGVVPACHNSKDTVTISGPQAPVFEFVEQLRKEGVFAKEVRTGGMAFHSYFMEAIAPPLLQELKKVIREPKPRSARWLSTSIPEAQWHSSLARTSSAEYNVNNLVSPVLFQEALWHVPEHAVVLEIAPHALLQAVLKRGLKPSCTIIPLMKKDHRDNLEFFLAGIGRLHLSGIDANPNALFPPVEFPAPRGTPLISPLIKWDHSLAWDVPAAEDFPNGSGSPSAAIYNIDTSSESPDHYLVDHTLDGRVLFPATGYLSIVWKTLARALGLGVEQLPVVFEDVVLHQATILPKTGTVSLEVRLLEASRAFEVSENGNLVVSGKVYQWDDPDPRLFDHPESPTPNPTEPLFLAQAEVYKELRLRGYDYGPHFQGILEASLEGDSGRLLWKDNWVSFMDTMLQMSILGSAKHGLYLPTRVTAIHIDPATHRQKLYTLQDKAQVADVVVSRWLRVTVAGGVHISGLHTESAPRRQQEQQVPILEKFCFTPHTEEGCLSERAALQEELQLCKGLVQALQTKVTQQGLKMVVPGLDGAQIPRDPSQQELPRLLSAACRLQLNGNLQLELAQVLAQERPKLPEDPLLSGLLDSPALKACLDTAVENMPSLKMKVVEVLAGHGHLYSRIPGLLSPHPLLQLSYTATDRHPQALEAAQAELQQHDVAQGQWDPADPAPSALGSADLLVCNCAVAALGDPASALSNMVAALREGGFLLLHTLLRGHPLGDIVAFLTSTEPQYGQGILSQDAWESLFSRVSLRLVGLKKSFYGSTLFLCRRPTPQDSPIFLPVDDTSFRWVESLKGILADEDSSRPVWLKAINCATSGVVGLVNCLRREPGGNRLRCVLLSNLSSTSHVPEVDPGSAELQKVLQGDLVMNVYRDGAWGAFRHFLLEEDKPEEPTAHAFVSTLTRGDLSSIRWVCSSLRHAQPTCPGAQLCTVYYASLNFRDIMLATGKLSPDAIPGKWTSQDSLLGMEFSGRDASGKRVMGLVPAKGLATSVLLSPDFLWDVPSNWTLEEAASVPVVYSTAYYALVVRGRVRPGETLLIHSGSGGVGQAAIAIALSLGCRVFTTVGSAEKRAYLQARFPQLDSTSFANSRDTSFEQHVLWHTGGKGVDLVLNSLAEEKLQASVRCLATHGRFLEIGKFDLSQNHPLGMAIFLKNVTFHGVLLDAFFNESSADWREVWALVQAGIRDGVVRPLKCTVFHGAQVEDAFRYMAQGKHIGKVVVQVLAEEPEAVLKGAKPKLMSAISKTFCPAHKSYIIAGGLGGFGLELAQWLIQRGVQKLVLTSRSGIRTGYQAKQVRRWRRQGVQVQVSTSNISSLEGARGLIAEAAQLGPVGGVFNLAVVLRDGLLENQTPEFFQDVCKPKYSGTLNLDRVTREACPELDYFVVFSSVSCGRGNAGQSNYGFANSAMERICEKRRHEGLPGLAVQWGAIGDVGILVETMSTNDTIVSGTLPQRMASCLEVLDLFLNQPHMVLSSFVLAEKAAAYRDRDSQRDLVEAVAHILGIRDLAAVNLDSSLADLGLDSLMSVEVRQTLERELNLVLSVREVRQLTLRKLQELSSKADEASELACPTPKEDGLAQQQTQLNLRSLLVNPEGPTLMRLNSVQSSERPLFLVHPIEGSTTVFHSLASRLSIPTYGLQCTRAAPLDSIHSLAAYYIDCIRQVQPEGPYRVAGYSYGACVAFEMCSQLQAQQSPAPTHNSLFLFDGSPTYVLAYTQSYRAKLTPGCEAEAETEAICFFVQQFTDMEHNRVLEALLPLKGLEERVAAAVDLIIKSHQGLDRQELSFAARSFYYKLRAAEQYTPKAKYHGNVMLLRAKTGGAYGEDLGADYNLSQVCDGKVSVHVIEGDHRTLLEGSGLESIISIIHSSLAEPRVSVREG
Active calls of the source: *; i = inactive; nt = no result given; + = active, no number.

structure	Neddylation inh	FAS-TE inh	PABP1 MLLE inh	SKN-1 inh	Rin1-Abl PPI inh	Rpn11 inh	MT1-MMP act inh	CSN deneddyl inh	NadD inh
CCOCCCN(Cc1cc2cc(C)cc(C)c2[nH]c1=O)C(=O)N(CC)CC	i	-6.1	2.7	17.1	3.0	i	-4.4	2.3	-6.0
Cn1ccc2c(-c3ccccc3F)cc3c(c21)C1CCC3C1 (stereo not given)	i	15.2	-18.2	11.4	-3.0	i	0.2	-2.8	-2.3
Cc1[nH]c2ccccc2c1C(c1ccccn1)N1CCC(C(N)=O)CC1 (stereo not given)	i	-3.7	20.2	5.8	0.0	i	-2.2	1.8	0.4
CCOC(=O)Cc1nnc(NC(=O)COc2ccc(OC)cc2)s1	i	-7.3	0.1	11.7	0.1	i	3.0	3.2	-0.3
CC(C)n1nnnc1C1c2ccccc2C(=O)N1Cc1ccco1 (stereo not given)	i	-8.9	nt	14.1	nt	nt	-0.7	-1.0	2.7
O=C(Cn1c(=O)cnc2ccccc21)Nc1cc(Cl)ccc1N1CCOCC1	i	2.0	-88.5	17.8	-2.2	i	-9.8	10.3	8.1
CCn1c(COc2cccc(C)c2)nc2ccccc21	i	2.4	4.8	-3.2	3.2	i	2.1	-10.7	-3.3
C/C(=N\Nc1ccc([N+](=O)[O-])cc1)c1ccc(-n2nncc2C)cc1	i	-9.9	-59.2	7.2	-5.4	+	-7.2	44.5	1.4
CCOC(=O)c1c(C)cc(C)[nH]c1=O	i	-10.1	-2.5	-1.9	0.8	i	-11.1	-0.6	-0.4
COc1ccc2[nH]cc(CCNC(=O)c3ccco3)c2c1	i	-2.3	-5.3	-2.0	3.4	i	2.0	-4.3	3.0
CCSc1nnc(NC(=O)c2cccs2)s1	i	-5.7	-11.1	9.9	-1.3	i	0.5	-1.2	-2.4
C=C(c1ccc(OC)cc1)c1ccc(OC)cc1	i	-3.0	8.6	-4.2	1.3	i	-1.4	1.2	-1.3
COc1ccc(NC(=O)Nc2cccc(Cl)c2Cl)c(OC)n1	i	-2.4	7.6	2.6	-2.6	i	0.8	3.7	-5.2
Cc1cc(NC(=O)c2ccc(Br)o2)ccc1NC(=O)c1ccco1	i	-0.5	-2.9	6.3	2.3	i	-0.8	3.4	-2.3
COC(=O)c1ccccc1Oc1ccc(NC(=O)CCCl)cc1	i	2.3	12.8	7.8	-0.4	i	-0.6	3.0	-4.5
COc1ccc(OC)c(-c2csc(NC(=O)COC(=O)c3ccc(NC(=O)CC#N)cc3)n2)c1	i	13.1	-15.8	9.0	-2.0	i	0.2	4.4	48.0*
O=C(c1ccccn1)N1N=C2/C(=C/c3ccccc3)CCCC2C1c1ccccc1 (stereo not given)	i	16.2	24.1	6.5	2.1	i	-9.8	-3.0	11.0
Cc1ccccc1OCc1nnc(SCC(=O)Nc2ccc3c(c2)oc2ccccc23)n1C	i	0.2	-9.1	15.7	-1.7	i	-1.3	5.1	9.4
O=c1c2ccccc2nc(N/N=C/c2ccccc2)n1O	i	-5.3	-4.0	5.7	-3.7	i	4.4	-7.8	0.2
CCc1nc2ccc(C(=O)N3CCN(C(=O)c4ccco4)CC3)cn2c1N(C=O)Cc1ccc(OC)cc1	i	-4.6	-0.4	-5.2	3.0	i	1.4	-4.8	3.1
O=C(COc1ccc2c3c(c(=O)oc2c1)CCCC3)NCc1ccncc1	nt	-3.2	14.9	-5.0	0.1	i	-3.9	1.6	-4.4
COc1ccccc1N1CCN(CCCNC(=O)Nc2ccccc2C)CC1	i	-6.5	1.4	10.2	-0.5	i	-1.9	-0.1	-2.6
Cc1ccc(N=C2NC(=O)C(CC(=O)O)S2)cc1 (stereo not given)	i	-8.0	-1.1	-24.1	-5.3	i	-6.9	2.2	-2.1
N#Cc1cccc(NC(=O)c2cc(C3CCCCN3C(=O)c3ccccc3)on2)c1 (stereo not given)	i	3.4	-12.0	15.4	-4.4	i	0.7	-1.1	-1.4
COCCN(Cc1ccccc1)C(=O)Cc1ccc(S(=O)(=O)N2CCOCC2)s1	i	1.3	-12.9	6.2	0.4	i	-1.9	4.3	3.2
Cc1ccccc1NC(=O)COc1nsnc1N1CCOCC1	i	-5.2	2.5	8.3	2.1	i	1.9	-0.2	2.6
O=S1(=O)c2ccc(Br)cc2N2CC[C@H](C2)N1Cc1ccc(Cl)cc1	i	27.9	3.1	0.2	-3.2	i	-8.1	-6.8	-1.6
COc1ccc(C2/C=C\CN(C(=O)NC34CC5CC(CC(C5)C3)C4)CC(=O)N2Cc2ccc(F)cc2)cc1 (stereo not given)	i	13.5	4.8	-3.5	4.1	i	3.6	0.3	13.7
Cc1cccc(C)c1OCc1cc(C(=O)N2CCN(Cc3nccn3C)CC2)no1	i	-5.1	4.7	22.7	-1.0	i	-2.2	4.9	-1.7
CCCCN(C)CCCNC(=O)c1cn(C)c2ccc(S(=O)(=O)N(C)C3CCCCC3)cc2c1=O	i	2.9	-17.1	-0.1	-1.2	i	-5.2	1.8	-14.0
CC[C@@H](C)[C@H](C(CC(=O)N1CCCC1[C@@H](OC)[C@H](C)C(=O)N[C@H](Cc1ccccc1)c1nccs1)OC)N(C)C(=O)[C@H](NC(=O)[C@@H](C(C)C)N(C)C)C(C)C (stereo not given in full)	i	-7.4	-17.0	-14.7	3.3	i	21.9	-0.8	-4.8
CCOC(=O)c1sc(N(Cc2ccccc2)C(=O)COC(=O)c2cnccn2)nc1C	i	5.5	-15.1	1.7	1.0	i	-2.6	-7.4	-2.8
O=C(NCCN1CCOCC1)c1cc(=O)[nH]c2ccc(Br)cc12	i	-4.5	11.8	6.5	0.1	i	7.2	1.1	-6.9
Cc1ccc(N=C2c3ccccc3C(=O)C2[N+](=O)[O-])cc1C (stereo not given)	i	-0.7	17.1	5.8	2.8	i	0.0	4.3	14.1
Cc1ccc(NC(=O)Cc2ccc(F)cc2)cc1	i	-4.2	-11.0	11.1	1.2	i	-3.1	2.6	-4.0
Nc1nnc(Cc2ccc(F)cc2)s1	i	-3.5	-4.3	0.4	3.2	i	12.9	-1.0	-4.3
COCCNC(=O)CN1C(=O)COc2ccc(S(=O)(=O)N3CCCCCC3)cc21	i	-3.0	2.9	-0.7	5.6	i	-1.0	2.5	-1.6
Cc1ccc(C)c(OCCN2CCOCC2)c1	i	-2.2	-18.1	-4.1	0.4	i	1.3	-9.1	1.1
Cc1ccc(C(=O)CSc2nc(C(C)C)nc3ccccc23)cc1	i	2.6	8.8	4.8	-0.7	i	1.8	-2.0	-2.3
CN(Cc1ccccc1)C(=O)c1[nH]cnc1C(=O)Nc1nccs1	i	-11.6	12.7	22.6	3.2	i	1.7	-1.3	4.4
C=CCOC(=O)C1=C[C@H](c2csc3ccccc23)C[C@H](OCc2ccc(CO)cc2)O1	i	17.3	6.1	-0.8	1.4	i	-2.5	1.0	-4.4
CCO[C@H]1OC(C(=O)O)=C[C@@H](c2csc3ccccc23)[C@@H]1CCCO	i	-5.8	-8.0	8.8	4.0	i	1.5	-2.1	-1.9
CCc1nc2c(OCc3ccc(OC(F)F)cc3)cccn2c1N(C)C(=O)c1ccc(OC)cc1	i	12.7	-7.3	9.3	5.4	i	-1.1	-4.8	7.1
Cc1ccccc1Nc1nc(N)nc(COC(=O)c2cccc(S(=O)(=O)N(C)C)c2)n1	i	0.8	-4.5	5.5	4.2	i	13.1	-0.3	2.2
CCNC(=O)NC(=O)C(C)OC(=O)c1cccn1C (stereo not given)	i	-8.0	-5.4	4.9	2.7	i	0.9	2.1	-9.2
O=C1C=C(c2cc(Cl)cc(Cl)c2)C[C@@H](c2ccc(F)cc2)C1	i	30.9	9.1	-5.0	0.1	i	0.8	-4.2	0.2
Cc1noc(C)c1S(=O)(=O)Nc1ccc(C(=O)N2CCCCC2)cc1	i	-7.5	5.1	6.1	2.3	i	6.1	5.0	10.8
CCSc1nnc(NC(=O)c2nn(C(C)C)c(=O)c3ccccc23)s1	i	-3.9	-6.0	24.5	-0.3	i	2.4	2.1	-2.9
COc1cccc(OC)c1C(=O)OCC(=O)N1CC(C)CC(C)C1 (stereo not given)	i	-3.1	2.9	1.8	2.5	i	0.8	0.8	4.4
O=C(CN(Cc1ccccc1F)C(=O)c1csnn1)NC1CCCCC1	i	-0.1	23.9	6.5	2.7	i	-3.3	2.8	-1.2
CCc1nc2c(OCC(=O)C(C)(C)C)cccn2c1N(C=O)Cc1ccc(OC)cc1	i	-0.5	-8.4	19.3	4.4	i	3.4	-1.2	5.4
COc1cccc(CNCC(=O)Nc2ccc(N3CCOCC3)cc2)c1	i	-9.1	1.9	4.9	2.1	i	0.6	4.4	-1.2
CCOC(=O)c1ccc(N(CC(=O)NC2CCCC2)C(=O)CNC(=O)c2ccco2)cc1	i	-2.9	0.0	-5.7	-0.4	i	-3.5	4.2	0.4
CCOc1ccc(N2C(=O)/C(=C/c3cccs3)N(C)C2=S)cc1	i	7.1	12.1	-1.4	1.6	i	-1.6	-6.8	-7.1
CCOc1ccc(N(CC(=O)NCCc2ccccc2)C(=O)CCC(=O)Nc2cc(C)ccn2)cc1	i	6.7	4.7	-10.4	3.6	i	-5.9	-0.6	-3.4
C=CCNC(=O)c1ccc2c(c1)N(CC)C(=O)c1ccccc1S2	i	-0.9	15.2	-9.2	-0.5	i	0.5	-8.8	-0.5
Cn1c(=O)cc(SCC(=O)NCCC2=CCCCC2)c2ccc(Cl)cc21	i	-3.1	1.1	-1.2	1.1	i	3.5	2.0	-4.7
C/C(=N/NC(=O)CSc1ccccn1)c1ccc([N+](=O)[O-])cc1	i	-2.3	5.2	5.8	3.6	i	1.2	-4.9	-1.5
Cc1cnc(CNC(=O)C2CCC(=O)N(Cc3ccc(Cl)cc3)C2)[nH]1 (stereo not given)	i	-2.7	15.3	-2.8	-0.3	i	-7.3	2.9	-6.6
O=C(COc1ccc(S(=O)(=O)N2CCCCC2)cc1)NCc1ccncc1	i	-0.5	7.5	4.8	3.2	i	-0.4	-1.0	0.3
C[C@@H](NC(=O)[C@@H]1CCCN1C(=O)[C@@H]1CCCN1C(=O)c1ccccc1)c1ccccc1	i	-9.1	nt	2.5	nt	nt	14.8	-5.6	-1.2
CC(=O)OCC(=O)c1c[nH]c2ccccc12	i	-4.4	-23.2	10.0	0.2	i	-0.4	3.5	-2.4
